Compound activity deposited in PubChem by several laboratories.
PolyA inhibitor – blocks polyadenylation in yeast reporter cells | S. cerevisiae SKY197-pL101 polyadenylation reporter, beta-gal luminescence; efflux-impaired pdr1/pdr3 knockout yeast; score 100 = 6 SD above DMSO | 300,000 compounds, 0.02% hits | calls only at 12 µM | AID 1875;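 active means lowest replicate activity score at least 50, where 100 means six control SD above control mean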;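 further: yeast exposed to compound for 9 h at 30 °C; higher score means more reporter readthrough which indicates perturbed polyadenylation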
TRPC6 inh – blocks the mouse TRPC6 cation channel. B-score at 10 µM. 310,000 compounds, 1.1% hits. Q61143. HEK293-TRPC6, membrane potential dye, ACh-evoked depolarization; hits give low values. AID 2553;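 active means B-score under library mean minus 3 SD, initial fluorescence not abnormally high, positive integrated signal ratio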;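 further: B-score derived from integrated fluorescence ratio over the kinetic read; more negative B-score means stronger inhibition of depolarization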
Target sequence (Q61143 whole entry, looked up): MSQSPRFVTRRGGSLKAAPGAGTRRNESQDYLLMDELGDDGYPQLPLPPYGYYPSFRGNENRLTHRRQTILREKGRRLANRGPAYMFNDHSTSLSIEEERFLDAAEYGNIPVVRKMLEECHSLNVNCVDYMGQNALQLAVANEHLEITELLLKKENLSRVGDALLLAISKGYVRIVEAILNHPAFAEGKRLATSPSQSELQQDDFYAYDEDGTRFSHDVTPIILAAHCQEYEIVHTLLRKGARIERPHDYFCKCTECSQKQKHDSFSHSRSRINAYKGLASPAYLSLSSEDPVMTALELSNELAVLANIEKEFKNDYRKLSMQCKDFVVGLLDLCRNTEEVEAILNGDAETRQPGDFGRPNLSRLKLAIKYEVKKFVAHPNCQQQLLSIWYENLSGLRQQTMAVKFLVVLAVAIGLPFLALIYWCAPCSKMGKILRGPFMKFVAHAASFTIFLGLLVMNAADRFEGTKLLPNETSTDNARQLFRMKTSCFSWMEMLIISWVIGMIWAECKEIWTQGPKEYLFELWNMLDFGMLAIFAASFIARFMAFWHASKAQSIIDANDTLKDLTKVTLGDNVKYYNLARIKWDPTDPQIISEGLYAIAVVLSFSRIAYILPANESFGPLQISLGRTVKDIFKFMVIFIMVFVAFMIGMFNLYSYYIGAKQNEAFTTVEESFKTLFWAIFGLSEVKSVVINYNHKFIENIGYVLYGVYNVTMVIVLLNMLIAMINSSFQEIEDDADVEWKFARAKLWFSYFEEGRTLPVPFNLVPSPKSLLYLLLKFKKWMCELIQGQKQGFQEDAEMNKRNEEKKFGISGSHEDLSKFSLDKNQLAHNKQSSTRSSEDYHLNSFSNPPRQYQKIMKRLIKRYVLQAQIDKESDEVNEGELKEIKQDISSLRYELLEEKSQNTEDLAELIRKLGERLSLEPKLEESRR
AI-2 QS mod – modulators of Vibrio harveyi AI-2 quorum sensing system; Vibrio harveyi JMH597 AI-2 luminescence/OD600 ratio, 9 h; hits give low values; strain lacks LuxN and CqsS sensors; 0 = neutral-control median; activity change, % at 7.5 µM; 300,000 compounds, 0.4% hits; AID 2094; in the data active means activity change below about -75%, passing the limit was not always enough;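 further: luminescence divided by OD600 gain over 9 h not by final OD600 alone; inactives centre near 13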
TRPC4 PAM – allosteric potentiators of mouse TRPC4 channel. B-score at 10 µM. Q9QUQ5. HEK293 TRPC4beta/mu-opioid, DAMGO EC20, Fluo-4 Ca2+ flux; hits give high values. 310,000 compounds, 0.42% hits. AID 2227;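 active means B-score of calcium response area above 5 SD of library B-scores, with initial fluorescence ratio within 5 SD of library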;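 further: B-score of integrated fluorescence ratio over time as area under calcium response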
MrgX1 antagonist – blocks BAM8-22 activation of human MrgX1 receptor. MRGX1-HEK293 calcium flux, Fluo-4, BAM8-22 antagonism; hits give low values. B-score at 10 µM. 310,000 compounds, 1.3% hits. AID 588676;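 active means calcium-response B-score plate-corrected more than 3 library SD below zero, starting fluorescence within 5 deviations, no agonist response on first addition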;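 further: peak minus trough fluorescence over baseline after final BAM8-22 challenge near maximal dose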
TRPC4 block – TRPC4 (mouse) channel inhibition; Q9QUQ5; HEK293 TRPC4beta/mu-opioid, DAMGO-evoked Fluo4 calcium flux; hits give low values; B-score at 10 µM; 300,000 compounds, 0.39% hits;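 active means B-score over 3 SD under the library average, no early fluorescence shift, positive overall ratio signal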
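Material: HEK293 cells with stable TRPC4beta plus mu-opioid receptor expression / Probe or stimulus: DAMGO in two steps, submaximal then maximal / Compound: single concentration per test compound / Technique: kinetic Fluo4 fluorescence imaging of calcium influx / Read-out: per-well B score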
MrgX1 PAM – allosterically activates human MrgX1 receptor signaling | Q96LB2 | MrgX1-HEK293, Fluo-4 calcium flux, FDSS; hits give high values | B-score at 10 µM | 310,000 compounds, 0.63% hits;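 active means plate-corrected calcium response at least 3 library SD above typical, normal starting fluorescence, not activating the receptor alone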;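 further: compound read alongside a low EC10 to EC30 dose of BAM8-22 agonist; peak minus trough fluorescence over baseline measured at the second addition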
TRPC4 act – opens the mouse TRPC4 cation channel; B-score at 10 µM; HEK293 TRPC4beta/mu-opioid, Fluo4 calcium fluorescence; hits give high values; 310,000 compounds, 0.49% hits; Q9QUQ5;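 active means B-score above 5 SD of library B-scores, and initial fluorescence ratio not above library mean plus 5 SD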;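 further: positive B-score marks a calcium rise read as TRPC4 activation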
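system = HEK293 cells stably co-expressing mouse TRPC4beta and mu-opioid receptor | schedule = Fluo4 dye loading 45 min at room temperature, 110 s recording | measure = B-scored integrated calcium fluorescence ratio | signal = Fluo4 calcium-sensitive dye fluorescence, kinetic, 1 Hz baseline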
HIF activator – HIF pathway transcriptional activation. activation, % at 7.5 µM (by protocol). U2OS HRE-luciferase reporter, luminescence; normalized: DMSO 0%, desferrioxamine 100%. 300,000 compounds, 0.32% hits;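 active means mean activation of at least 10% of the iron chelator positive control signal, with at least half of replicates also reaching 10%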
MrgX1 agonist – activates human MrgX1 receptor signaling. Q96LB2. MrgX1-HEK293 cells, Fluo-4 calcium fluorescence, agonist mode; hits give high values. B-score at 10 µM. 310,000 compounds, 0.44% hits;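 active means calcium response B-score plate-corrected fluorescence ratio at least 3 library SD, with starting fluorescence B-score inside 5 SD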
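Assay system: stable human MrgX1 HEK293 cell line. Quantity: 15,000 cells per well. Schedule: cells plated overnight, dye loaded 0.5 h 37 °C, 0.5 h room temperature. Detection: Fluo-4 NW calcium-flux fluorescence, kinetic read. Read-out basis: peak-minus-minimum fluorescence over baseline, converted to B scores. Control set: positive and negative control wells on each plate.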
TRPC6 act – activators of mouse TRPC6 channel; 310,000 compounds, 0.13% hits; HEK293-TRPC6 membrane potential dye fluorescence; hits give high values; B-score at 10 µM; Q61143; AID 2550;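 active means B-score of the integrated fluorescence ratio above library mean plus 3 SD, and starting fluorescence ratio within library mean plus 5 SD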;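 further: higher score means more depolarization so channel activation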
* marks the source's active call; other numbers are inactive results; i = inactive; · = not tested or not shown.

Fields: TRPC4 act	MrgX1 PAM	MrgX1 antagonist	PolyA inhibitor	TRPC6 act	TRPC4 block	TRPC4 PAM	AI-2 QS mod	MrgX1 agonist	HIF activator	TRPC6 inh
- Cc1nc2ccc(NC(=O)CSc3nnc(C)s3)cc2[nH]1
→ i	i	i	i	i	i	i	10.6	i	1.3	i
- NC(=O)CSc1nnc(-c2ccncc2)o1
→ i	i	i	i	i	i	i	4.1	i	-0.6	i
- CCCS(=O)(=O)c1ccc(COC(=O)c2cccc(NC(=O)C(C)C)c2)cc1
→ i	i	i	i	i	i	i	31.5	i	-0.5	i
- O=C(CCN1CCCC1=O)NC1CCCc2c1cnn2-c1ccccc1F (stereo not drawn)
→ i	i	i	i	i	i	i	1.4	i	-0.6	i
- CCOC(=O)c1cc2c(=O)[nH]c(C(Cl)(Cl)Cl)nc2o1
→ i	i	i	i	i	i	i	10.7	i	-0.9	i
- COc1ccc(CCNc2oc(-c3ccc(C)cc3)nc2C#N)cc1OC
→ i	i	i	i	i	i	i	24.8	i	0.0	i
- COc1ccc(CC(=O)Oc2ccc(C)cc2C)cc1
→ i	i	i	i	i	i	i	6.6	i	1.8	i
- COc1cc(C(=O)NC2CC3CCCC(C2)N3CC(=O)Nc2ccccc2)cc(OC)c1OC (stereo not drawn)
→ i	i	i	i	i	i	i	2.3	i	-0.1	i
- COc1ccccc1NC(=O)c1sc2nc3n(c(=O)c2c1C)CCC3
→ i	i	i	i	i	i	i	14.9	i	0.1	i
- Cc1ccc(C)c(S(=O)(=O)N2CCN(c3ncccn3)CC2)c1
→ i	i	i	i	i	i	i	5.5	i	-0.3	i
- CN(C)c1ccc(C(=O)N=c2sccn2C)cc1[N+](=O)[O-]
→ i	i	i	i	i	i	i	29.0	i	4.4	i
- O=C(O)c1ccccc1-c1ccccc1C(=O)NCc1cccc(C(F)(F)F)c1
→ i	i	i	i	i	i	i	0.4	i	0.2	i
- Cc1ccc(C)c(-n2nnnc2Sc2nc([N+](=O)[O-])nn2C)c1
→ i	i	i	i	i	i	i	16.1	i	-0.9	i
- O=c1[nH]c(/C=C/c2ccccc2OC(F)F)nc2c1cnn2-c1ccccc1
→ i	i	i	i	i	i	i	12.4	i	0.4	i
- CCOc1ccc(NC(=O)C/C(N)=N/O)cc1
→ i	i	i	i	i	i	i	4.2	i	-0.6	i
- CC1CN(C(=O)Nc2ccc3c(c2)OCO3)CC(C)O1 (stereo not drawn)
→ i	i	i	i	i	i	i	6.0	i	0.7	i
- Cc1[nH]c(=O)[nH]c(=O)c1S(=O)(=O)Nc1ccc(F)cc1F
→ i	i	i	i	i	i	i	27.2	i	-32.1	i
- O=[N+]([O-])c1ccc(CSC2=NCCS2)cc1
→ i	i	i	i	i	i	i	-9.4	i	0.6	i
- CNS(=O)(=O)c1cccc(C(=O)OCc2cc(C(C)=O)ccc2OC)c1
→ i	i	i	i	i	i	i	59.7	i	0.7	i
- O=C1C2C3C=CC(C3)C2C(=O)N1Nc1ccc([N+](=O)[O-])cc1[N+](=O)[O-] (stereo not drawn)
→ i	i	i	i	i	i	i	31.3	i	-0.6	i
- O=C(O)Cc1ccc2oc(-c3cccnc3)nc2c1
→ i	i	i	i	i	i	i	15.1	i	0.1	i
- O=S(=O)(/C=C/c1ccccc1)N1CCN(c2ccccc2)CC1
→ i	i	i	i	i	i	i	-2.6	i	0.6	i
- COc1ccc(C(=O)NC(C(=O)NCC(=O)Nc2c(C)cccc2C)C(C)C)cc1 (stereo not drawn)
→ i	i	i	i	i	i	i	3.8	i	-0.1	i
- Cc1ccc(CNC(=O)c2ccc(Cn3nc(C)c(Cl)c3C)o2)cc1
→ i	i	i	i	i	i	i	9.6	i	-0.3	i
- CCc1cc(OCCN(C)C)ccc1Cl
→ 100*	i	i	i	i	i	26*	25.0	i	0.3	i
- Cc1cccc(C(=O)N2CCC(Cc3ccccc3)CC2)c1[N+](=O)[O-]
→ i	i	i	i	i	i	i	10.4	i	-0.4	i
- CC1=NN(C(N)=S)C(=O)C1N=Nc1cc(Cl)ccc1Cl (stereo not drawn)
→ i	i	i	i	i	i	i	1.2	i	-19.5	i
- Cc1ccc2nc(N3CCN(S(=O)(=O)c4ccc(C)c(Cl)c4)CC3)c(C#N)cc2c1
→ i	i	i	i	i	i	i	42.6	i	0.0	i
- Cc1cc(C)nc(Sc2ncnc3c2oc2ccccc23)n1
→ i	i	i	i	i	i	i	29.9	i	0.9	i
- COc1ccc(N(C(=O)c2ccccc2C)S(=O)(=O)c2cccs2)cc1
→ i	i	i	i	i	i	i	15.6	i	-2.1	i
- O=C1OC(Nc2ccc(F)c([N+](=O)[O-])c2)c2ccccc21 (stereo not drawn)
→ i	i	i	i	i	i	i	25.2	i	0.3	i
- CCCCSc1nnc(NC(=O)CCc2ccccc2)s1
→ i	i	i	i	i	i	i	4.9	i	-3.9	i
- N#C/C(=C(/O)c1ccco1)c1nc2ccccc2[nH]1
→ i	i	i	i	i	i	i	17.7	i	9.4	i
- COc1ccc(CNC(=O)C[C@H]2C(=O)N(c3ccccc3)C[C@@H]2Cc2ccccc2)cc1
→ i	i	i	i	i	i	i	18.2	i	-0.1	i
- Cc1csc(SC(C)C(=O)Nc2ccc(S(=O)(=O)N3CCCC3)cc2)n1 (stereo not drawn)
→ i	i	i	i	i	i	i	4.4	i	-0.5	i
- O=c1[nH]ncc(N2CCN(Cc3ccccc3)CC2)c1Cl
→ i	i	i	i	i	i	i	-1.3	i	0.4	i
- O=c1[nH]cnc2c1ncn2[C@@H]1C[C@@H](O)[C@H](CO)O1
→ i	i	i	i	i	i	i	11.9	i	0.7	i
- CCOC(=O)c1c(C)[nH]c(C(=O)OCC(=O)N2CCCC2=O)c1C
→ i	i	i	i	i	i	i	19.2	i	-1.6	i
- COc1ccc(-c2cccc(C(=O)NCC(=O)O)c2)cc1
→ i	i	i	i	i	i	i	27.7	i	0.4	i
- O=C(NCCS(=O)(=O)NCC1CCCO1)c1ccccc1 (stereo not drawn)
→ i	i	i	i	i	i	i	13.8	i	2.2	i
- c1ccc2c(c1)ncn2CCCOc1ccc2c(c1)CCC2
→ i	i	i	i	i	i	i	31.2	i	1.0	i
- CCCc1nc(SCC(=O)Nc2ccccc2OC)c2c(=O)n(C)c(=O)n(C)c2n1
→ i	i	i	i	i	i	i	9.8	i	-0.1	i
- CC(C)(C)OC(=O)N/N=C\c1ccc([N+](=O)[O-])s1
→ i	i	i	i	i	i	i	7.8	i	0.2	i
- CC(CCc1ccccc1)NC(=O)C1CCN(S(=O)(=O)N2CCCCC2)CC1 (stereo not drawn)
→ i	i	i	i	i	i	i	21.9	i	·	i
- N#C/C(=C/c1ccc(Sc2nc3ccccc3[nH]2)o1)c1ccccc1F
→ i	i	i	i	i	i	i	32.1	i	0.4	i
- CC(=O)NC1(c2ccccc2)CCN(C(=O)N2CCOCC2)CC1
→ i	i	i	i	i	i	i	3.0	i	-0.2	i
- CCc1c(C)nc(Nc2nc(C)c3cc(OC)ccc3n2)[nH]c1=O
→ i	i	i	i	i	i	i	13.6	i	0.0	i
- CCOC(=O)C1CCN(Cc2ccc(OC)cc2OC)CC1
→ i	i	i	i	i	i	i	12.2	i	0.1	i
- CC(C)CC(C(=O)NC(C)(C)C)N(Cc1cccs1)C(=O)c1snc(C(N)=O)c1N (stereo not drawn)
→ i	i	i	i	i	i	i	17.5	i	-1.0	i
- S=C(NCC1COc2ccccc2O1)Nc1ccccc1 (stereo not drawn)
→ i	i	i	i	i	i	i	5.0	i	0.0	i
- O=C(O)C(Cc1ccccc1)N1C(=O)CCC1=O (stereo not drawn)
→ i	i	i	i	i	i	i	-1.2	i	1.0	i
- CCN(CC(=O)Nc1ccccc1C(F)(F)F)C(=O)COc1cccc2c1OC(C)(C)C2
→ i	i	i	i	i	i	i	28.4	i	0.2	i
- CCNCCNC(=O)c1c(O)c2c([nH]c1=O)CCCC2
→ i	i	i	i	i	i	i	10.2	i	-0.3	i
- Cc1cc(SCC(=O)c2cc(C)n(C)c2C)nc2ccccc12
→ i	i	i	i	i	i	i	5.1	i	-0.2	i
- CC(C)(O)c1ccccc1CC[C@@H](SCC1(CC(=O)O)CC1)c1cccc(/C=C/c2ccc3ccc(Cl)cc3n2)c1
→ i	i	i	i	i	i	i	1.2	i	0.3	i
- CCOC(=O)Nc1ccc2c(c1)Sc1ccccc1N2C(=O)CCN1CCOCC1
→ i	i	i	i	i	i	i	5.5	i	-0.5	i
- COc1cc(NC(=O)CSc2nnc3c(C)cc4c(C)ccc(C)c4n23)c(C(=O)O)cc1OC
→ i	i	i	i	i	i	i	40.8	i	0.3	i
- O=S(=O)(NCc1ccccn1)C(F)(F)F
→ i	i	i	i	i	i	i	12.7	i	0.2	i
- O=C(CCNC(=O)c1ccccc1Cl)Nc1nc(-c2ccc3ccccc3c2)cs1
→ i	i	i	i	i	i	i	15.6	i	0.0	i
- CC1(C)CC(N2CCN(Cc3ccccc3)CC2)=CC(=[N+]2CCCCC2)C1
→ i	i	i	i	i	i	i	-9.3	i	0.1	i

The list continues:
Fields: TRPC4 act	MrgX1 PAM	MrgX1 antagonist	PolyA inhibitor	TRPC6 act	TRPC4 block	TRPC4 PAM	AI-2 QS mod	MrgX1 agonist	HIF activator	TRPC6 inh
- O=S(=O)(Nc1cccnc1)c1ccc(Br)c2ccccc12
→ i	i	i	i	i	i	i	2.1	i	-1.7	i
- c1ccc2c(c1)CNC1(CCCCC1)C2
→ i	i	i	i	i	i	i	4.9	i	-0.3	i
- COc1ccc(-c2csc(N3C(=O)C4C5c6ccccc6C(c6ccccc65)[C@@H]4C3=O)n2)cc1 (stereo partly drawn)
→ i	i	i	i	i	i	i	21.8	i	-0.5	i
- O=c1c2cc3c(cc2[nH]c(=S)n1C1CCN(Cc2ccccc2)CC1)OCO3
→ i	i	i	i	i	i	i	21.1	i	-0.4	i
- CCn1c(SCC(=O)Nc2nccs2)nnc1-c1cccnc1
→ i	i	i	i	i	i	i	10.5	i	0.2	i
- O=C(NNC(=O)c1cccs1)c1ccc(Cl)c([N+](=O)[O-])c1
→ i	i	i	i	i	i	i	26.5	i	0.1	i

Only part of the results is shown (hit frequency here may not be typical).
